hgDAF12 agonist – activates the H. glycines DAF-12 receptor ligand-binding domain. AID 687014. HEK293 GAL4-hgDAF12 UAS-luciferase reporter, agonist luminescence; normalized to butyrate control. activation, % at 6.8 µM. actives 1.8% (n = 370,000);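 active means activation above a cutoff set at the mean of all screened compounds plus 3 SD, cut at about 10% in these data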;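 further: 0% = DMSO wells and 100% = sodium butyrate wells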
ADAM17 inh – inhibitors of human ADAM17; recombinant ADAM17, EDANS/DABCYL FRET peptide cleavage; inhibition, % at 6.95 µM; actives 0.83% (n = 370,000);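 active means inhibition above the mean of compounds lying between control limits plus 3 SD, set per campaign, cut at about 8.5% in these data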;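 further: 0% = DMSO-only wells as the low control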
DAX1 inh-1 – DAX1 (NR0B1) inhibition, primary screen. actives 1.1% (n = 370,000). HEK293T StAR-luciferase reporter, SF-1/DAX-1 repression relief. AID 652010. inhibition, % at 6.8 µM;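 active means inhibition above the mean over all tested compounds plus 3 SD, cut at about 3.6% in these data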;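 further: 0% = DAX-1 cells with DMSO and 100% = cells lacking DAX-1 with DMSO; higher inhibition means more luminescence from relief of DAX-1 repression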
ssDAF12 agonist – activators of S. stercoralis DAF-12 nuclear receptor. actives 1% (n = 370,000). HEK293 ssDAF-12/GRIP1 lit1-tk-luc reporter, luminescence; % of 3 µM dafachronic acid response. activation, % at 6.8 µM;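 active means activation above the mean over all tested compounds plus 3 SD, cut at about 0.9% in these data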;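 further: 0% = DMSO-only wells and 100% = 3 µM delta7-dafachronic acid wells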
FXN GAA850 act – increases GAA850 frataxin promoter reporter activity; activation, % at 6 µM; HEK293 lucGAA850 FXN promoter luciferase reporter, 24 h; percent of 10 µM SAHA response; actives 0.56% (n = 360,000);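 active means activation above the average of all compounds screened plus 3 SD, cutoff fixed separately per campaign, cut at about 7.5% in these data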;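 further: 0% = DMSO wells and 100% = 10 µM SAHA wells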
ADAM10 inh – ADAM10 inhibition, QFRET primary screen. actives 0.62% (n = 370,000). recombinant ADAM10, EDANS/DABCYL FRET peptide cleavage, 3 h. inhibition, % at 7 µM. O14672;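 active means inhibition above a per-campaign cutoff equal to the mean of compounds falling between control-based bounds plus 3 SD, cut at about 20% in these data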;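 further: 0% = DMSO wells while the 100% control is not disclosed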
Target sequence (O14672 214-748 limits assumed): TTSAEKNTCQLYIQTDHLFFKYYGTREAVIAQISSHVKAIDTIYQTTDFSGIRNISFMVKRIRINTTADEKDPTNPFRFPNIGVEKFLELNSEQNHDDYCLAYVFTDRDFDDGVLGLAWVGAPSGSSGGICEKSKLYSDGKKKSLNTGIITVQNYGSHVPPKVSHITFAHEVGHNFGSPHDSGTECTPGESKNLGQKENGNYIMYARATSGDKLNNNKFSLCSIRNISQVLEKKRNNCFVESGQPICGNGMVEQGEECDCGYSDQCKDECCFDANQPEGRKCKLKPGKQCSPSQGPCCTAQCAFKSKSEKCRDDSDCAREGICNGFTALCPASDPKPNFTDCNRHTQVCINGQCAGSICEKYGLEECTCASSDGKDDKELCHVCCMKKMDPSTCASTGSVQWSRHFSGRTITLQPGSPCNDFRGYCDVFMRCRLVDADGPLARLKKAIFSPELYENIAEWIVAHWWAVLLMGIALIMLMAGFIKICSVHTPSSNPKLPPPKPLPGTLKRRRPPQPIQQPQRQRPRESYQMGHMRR
DAX1 inh-2 – NR0B1 (DAX1) inhibition; AID 504766; P51843; actives 0.99% (n = 340,000); inhibition, % at 6.75 µM; HEK293 Gal4-DAX1 luciferase reporter, luminescence;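 active means inhibition above the mean over all tested compounds plus 3 SD, cut at about 4.2% in these data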;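 further: 0% = DAX1-transfected cells with DMSO and 100% = empty-vector control cells with DMSO; inhibition shows as a rise in luminescence from relieved DAX1 repression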
Target sequence (P51843 207-470 limits assumed): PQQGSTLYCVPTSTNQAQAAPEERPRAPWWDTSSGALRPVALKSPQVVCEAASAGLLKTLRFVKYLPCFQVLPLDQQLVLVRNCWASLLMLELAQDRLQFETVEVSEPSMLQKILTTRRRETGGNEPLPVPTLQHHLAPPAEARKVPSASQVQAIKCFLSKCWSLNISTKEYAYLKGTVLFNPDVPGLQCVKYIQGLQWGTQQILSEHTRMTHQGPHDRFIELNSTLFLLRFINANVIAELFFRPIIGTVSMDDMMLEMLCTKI
hcDAF12 agonist – activates DAF-12 receptor from parasite H. contortus | HEK293 hcDAF-12 lit1-tk-luc reporter, luminescence; 0% DMSO, 100% Δ7-dafachronic acid | activation, % at 6.8 µM | actives 1.4% (n = 370,000) | AID 652067;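 active means activation above the mean of all tested compounds plus 3 SD, cut at about 5.5% in these data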;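 further: 100% = response to 3 µM Δ7-dafachronic acid high control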
NPR1 activator – GC-A (human) enzyme activation. P16066. HEK293 GC-A cells, cGMP TR-FRET, EC30 ANP; 0% at EC30 ANP, 100% saturating ANP. activation, % at 10 µM. actives 0.14% (n = 370,000). AID 1671463; in the data active means activation above about 40%
PG9 binder – binds the HIV-1 gp120 antibody PG9; inhibition, % at 6.7 µM; actives 0.43% (n = 360,000); TR-FRET gp120-PG9 antibody binding; in the data active means inhibition above about 8.5%
SMARCA2 act – activators of SMARCA2 function. MG213 cells, MMTV-luciferase reporter, dexamethasone, overnight. activation, % at 9.1 µM. actives 1% (n = 370,000). AID 652017; in the data active means activation above about 7.8%;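 further: 0% = vehicle wells and 100% = reference activator wells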
Starred values were filed as active, the others as inactive; . = not tested or not shown.

Every second line gives: ADAM10 inh	hcDAF12 agonist	PG9 binder	ssDAF12 agonist	hgDAF12 agonist	DAX1 inh-2	FXN GAA850 act	ADAM17 inh	NPR1 activator	SMARCA2 act	DAX1 inh-1
> Cc1c(C=NNc2ccccc2)[nH]c(=O)[nH]c1=O
 : 10.7	-0.8	-17.1	0.0	0.7	3.4	-0.3	3.5	-8.1	-1.5	1.2
> O=C(CC1CCCCC1)NCc1nc(-c2ccccc2)no1
 : 0.8	-0.8	-0.4	-1.2	-0.8	0.6	1.6	-2.3	1.2	-1.7	-0.4
> O=C(CNC(=O)Cc1ccccc1)N=Nc1c(O)[nH]c2ccccc12
 : 7.5	0.7	-6.3	0.0	2.3	0.5	-0.4	0.8	-6.5	2.0	-0.2
> CC(=O)c1ccc(OCC(=O)OCC(=O)N(CC(C)C)c2c(N)n(Cc3ccccc3)c(=O)[nH]c2=O)cc1
 : -4.1	-1.5	-0.3	-1.3	1.4	-0.4	-1.4	-0.1	1.6	-0.8	0.7
> Cc1onc(-c2ccccc2)c1C(=O)Nc1cccc2nsnc12
 : -4.5	-1.8	65.6*	-1.6	1.1	0.0	-0.2	-1.7	3.1	3.4	0.2
> CCCCn1c(N)c(N(CC(C)C)C(=O)c2ccc(COc3ccccc3)o2)c(=O)[nH]c1=O
 : -8.3	0.6	-1.1	-0.5	1.8	0.6	-1.1	-1.7	1.1	-2.7	-0.7
> Brc1ccc2cccnc2c1
 : -1.1	0.0	2.7	-0.7	3.3	0.6	-1.4	-1.0	0.5	-0.8	-0.5
> Nc1ccccc1C=C1Cc2ccccc2C1=O
 : -15.4	13.0*	-3.5	3.2*	21.6*	2.5	4.8	-7.4	-5.1	6.5	7.7*
> Cc1cccc(NC(=O)C(=O)NNC(=O)c2ccc(C(C)(C)C)cc2)c1
 : -20.7	-0.1	-1.2	-0.8	3.5	-0.2	-0.8	-10.2	-3.8	-3.1	0.6
> CC[C@H]1CCCCc2ccccc2[C@@H](C(=O)C[C@@H](O)CC(C)=O)OC1=O
 : -12.3	-1.5	-0.5	-1.1	0.8	-0.2	0.5	-4.2	1.2	-2.3	4.0*
> O=C(O)C1CCN(C(=O)CSc2nc3ccccc3s2)CC1
 : -5.9	1.8	-2.0	-0.5	0.2	-0.4	1.9	-2.5	2.0	-0.3	0.0
> N#CC[C@H](Cc1ccccc1)N1CCN(CCc2ccccc2)CCC1=O
 : -9.8	-1.4	1.2	-1.4	-0.7	1.7	1.2	-4.8	2.2	-1.0	-0.2
> O=C(NC(c1ccc(F)cc1)c1ccc2ccccc2n1)C1CCN(CCOc2ccc(Cl)cc2)CC1 (stereo not given)
 : -0.2	-1.2	-0.6	-1.2	-0.4	.	3.3	3.1	-3.5	-3.5	0.8
> COc1ccccc1Nc1ncc(C(=O)Nc2ccc(OC)c(OC)c2)c2ccccc12
 : 10.3	-2.8	-3.0	-0.9	-1.5	-1.8	1.4	3.6	-3.6	-1.7	0.2
> CC(C)OCCCn1c(=O)c2ccccc2n2c(CCC(=O)O)nnc12
 : 2.9	-1.6	0.2	0.0	-1.5	0.5	3.1	-4.7	3.8	-2.0	-0.5
> Cc1ccc(NC(=O)c2cnn(-c3ccccc3)c2NC(=O)c2ccco2)cc1
 : 11.5	-2.4	-1.4	-0.4	-0.4	0.0	0.0	1.0	1.9	2.2	1.5
> CC(=O)Nc1ccc(S(=O)(=O)Nc2ccc3c(c2)OCCO3)cc1Cl
 : 5.3	-0.2	-4.1	-2.0	-3.7	.	-0.1	0.1	-1.6	-1.1	-0.7
> CC(/C=N/n1c(-c2cc(C)[nH]n2)n[nH]c1=S)=C\c1ccco1
 : 2.1	-0.8	2.0	-0.4	-1.9	1.2	0.7	-1.9	-0.7	-1.4	0.2
> CCN(CC)C(=O)c1[nH]cnc1C(=O)N[C@@H](CC(C)C)C(=O)OCc1ccccc1
 : -1.8	-1.8	-1.7	-1.4	0.3	-1.3	1.0	-1.6	0.6	-0.1	-0.4
> Cc1ccc(C)c(OCC(=O)Nc2ccccc2C(=O)N2CCN(C)CC2)c1
 : -4.9	-0.7	-0.4	-1.3	1.2	0.7	0.1	-0.7	-14.5	3.7	-0.6
> Cc1[nH]nc2c1C(c1ccccc1)N(c1ccccc1)C2=O (stereo not given)
 : -7.2	-0.1	0.5	-0.8	-1.1	.	.	-2.3	-5.8	2.6	0.0
> CCOc1ccc(/C=C2\SC(=O)N(CCNC(=O)CN3C(=O)NC4(CCCC4)C3=O)C2=O)cc1OC
 : -37.0	-0.1	-4.6	-0.9	-0.5	-0.4	0.1	-5.7	0.0	0.0	-0.2
> O=C(c1cccs1)c1coc2ccc(O)c(CN(CCO)CCO)c12
 : -22.0	1.1	0.3	-0.6	6.2	0.4	-0.4	-6.2	-0.8	1.2	-0.5
> Cc1nn(C(=O)c2cccnc2)c(C)c1Sc1ccccc1
 : 4.5	-3.1	0.6	-0.9	0.0	0.2	-0.4	3.6	8.7	-3.7	-0.6
> COc1ccc(CCC(C)N(C)Cc2ccccc2)cc1 (stereo not given)
 : -7.3	-1.7	-0.8	-1.1	-2.3	2.1	1.5	-4.0	-4.5	-1.6	-0.1
> O=C(Cc1ccccc1)Nc1ccc(Cl)cn1
 : 2.8	-0.4	3.0	-1.0	1.5	1.5	2.7	-3.1	-4.6	-0.8	-0.2
> COC(=O)c1ccccc1NC(=O)C1CCCN(c2nnc(-n3cccc3)s2)C1 (stereo not given)
 : -8.5	-3.2	-1.1	-0.9	-3.0	-1.1	-0.3	0.8	-0.1	-2.7	-0.1
> CCOC(=O)c1cnc(SC)nc1Oc1cccc(NS(=O)(=O)c2ccc(C)cc2)c1
 : -4.4	-0.9	0.0	-0.7	-0.6	0.0	0.8	1.2	3.9	-0.2	-0.8
> CCN(CC)S(=O)(=O)c1ccc(NC(=S)NC(=O)C2CCC2)cc1
 : 7.8	-3.2	-1.1	-1.0	-3.8	-1.1	0.2	7.3	1.4	-1.6	-3.6
> O=C(NCc1ccncc1)c1cccc(NS(=O)(=O)c2ccc(F)c(F)c2)c1
 : -0.8	-1.8	-4.0	-1.1	-2.1	0.7	-0.8	2.4	0.0	-4.0	1.1
> CCn1nc(C)cc1C(=O)N1CCCC(N(C)CCc2ccc(OC)c(OC)c2)C1 (stereo not given)
 : -10.0	-0.3	-0.4	-0.8	-1.9	0.2	2.4	1.0	1.4	-2.4	-1.4
> COC(=O)CCC(=O)Nc1ccc(S(=O)(=O)N2CCc3ccccc32)cc1
 : -0.3	0.5	-0.2	-0.6	2.3	1.8	3.0	0.9	-28.6	-1.1	0.0
> COc1ccc2nc(SCc3cccc(C)c3)nc(C)c2c1
 : -106.0	1.4	-0.1	-1.0	14.8*	0.6	6.5	-34.7	-2.5	8.5*	1.2
> COc1ccc(Cc2nc3ccc(C(=O)NCCc4ncccc4C)cc3o2)cc1OC
 : -5.7	0.0	1.1	-1.9	1.9	-0.5	0.9	0.7	1.1	1.2	-0.8
> COc1cc(C(=O)c2c(C)c(CCC#N)n3ccccc23)cc(OC)c1OC
 : 5.4	1.3	-1.2	-0.5	1.4	-0.2	0.7	5.2	4.6	0.2	0.5
> CCOc1ccc(N2CC(C(=O)Oc3ccccc3)CC2=O)cc1 (stereo not given)
 : 1.6	-1.1	-1.4	-1.7	-2.9	0.3	1.7	-0.9	0.1	2.1	0.2
> O=C(NCCN1CCC(n2c(=O)[nH]c3ccccc32)CC1)c1cccc2c1-c1ccccc1C2=O
 : -14.2	-0.7	-0.6	-1.2	2.7	.	.	-4.3	-3.4	-4.6	0.7
> O=C(C1CCCN1S(=O)(=O)c1ccc(Cl)cc1)N1CCOCC1 (stereo not given)
 : -0.7	-1.0	0.1	-1.5	-2.2	1.3	2.2	-3.9	1.6	-3.9	-0.2
> CCCn1c(N)c(CC)c(=O)[nH]c1=O
 : 0.3	-0.1	-0.1	-1.8	0.0	0.9	2.7	-3.8	0.0	-1.3	0.1
> Cc1cccn2c(CN3CCSCC3)c(C(=O)N3CCOCC3)nc12
 : 3.3	-1.5	-0.2	-1.6	-1.5	0.8	-1.3	-2.7	-1.6	-4.9	-0.1
> COc1cccc(CN2CCSCC2)c1
 : 4.7	-1.6	-1.5	-1.5	1.7	1.6	-0.9	-0.8	-3.5	1.7	-0.4
> CC(=O)N1CCc2cc(S(=O)(=O)CCC(=O)Nc3cc(C)cc(C)c3)ccc21
 : 0.9	0.3	-1.5	0.0	0.9	-0.2	-0.2	3.1	0.2	-2.8	-0.6
> Cn1cc(CN2CCN(CCc3ccccc3)C(CCO)C2)cn1 (stereo not given)
 : -4.9	2.0	-1.7	-1.0	-2.0	0.7	0.8	-1.4	0.1	1.7	0.8
> C=CCn1c(SCC(=O)Nc2ccccc2F)nnc1C(C)NC(=O)c1ccccc1F (stereo not given)
 : -7.7	1.5	0.0	-1.1	-0.6	0.1	-2.2	-5.5	4.2	-1.2	0.6
> CC(C)(C)OC(=O)N1CCC(C(=O)Nc2ccc(C(=O)N3CCCC3)cc2)CC1
 : -11.6	0.7	0.2	-1.1	0.5	-0.9	-3.0	-5.5	-0.6	-1.3	1.2
> O=C(Nc1nc2ccc(S(=O)(=O)N3CCCCC3)cc2s1)c1cccnc1
 : -1.3	-1.0	-1.7	-1.3	1.9	1.4	0.5	-1.1	-4.1	-1.4	-1.0
> CS(=O)(=O)N(Cc1ccccc1)c1ccc(C(=O)N2CCc3ccccc3C2)cc1
 : -6.3	-1.6	2.5	-1.2	-1.1	-1.5	-3.2	-2.8	-1.1	-1.0	-0.3
> CCOC(=O)c1c(N)sc(C(=O)N(C)C)c1C
 : -6.4	0.2	-0.4	-1.2	-0.5	-1.2	-1.1	-4.1	-1.4	-0.4	1.1
> Cc1cc(SCc2ccc(C(F)(F)F)cc2)nc(=O)[nH]1
 : -7.5	-2.2	0.4	-1.0	-0.2	0.2	0.9	1.0	1.9	-2.6	-0.2
> CCOC(=O)C1(CCOC)CCN(Cc2ccc(C3CCCCO3)s2)CC1 (stereo not given)
 : 5.8	0.2	0.2	-1.4	-1.1	-1.5	0.3	-0.7	-3.2	-1.8	-1.1
> CCOC(=O)c1c(NC(=O)COC(=O)Cn2c(C)nc3ccccc32)sc2c1CCCC2
 : -1.1	4.0	-3.1	-0.7	-2.0	-1.6	1.5	-1.4	6.8	2.3	0.1
> CCOc1ncccc1C(=O)N1CCCSC1=Nc1ccccc1OC
 : -9.5	1.3	0.8	-1.0	4.4	-1.2	1.8	-6.5	-4.3	-0.1	-0.8
> O=C(CSc1nnc(CNc2ccc(F)cc2)n1-c1ccccc1)N1CCOCC1
 : -4.2	-1.2	0.8	-1.1	-1.4	0.8	-0.9	-8.2	-0.4	-1.0	-0.1
